Bioassay records (PubChem)
Rin1 Abl inh: human Rin1-Abl interaction inhibition; P00519+Q13671; TR-FRET Rin1/Abl binding, biochemical; inhibition, % at 7.35 µM; 0.4% of 360,000 active; AID 588664; in the data active means inhibition above about 5%, passing the limit was not always enough
Target sequence (P00519 whole entry, looked up): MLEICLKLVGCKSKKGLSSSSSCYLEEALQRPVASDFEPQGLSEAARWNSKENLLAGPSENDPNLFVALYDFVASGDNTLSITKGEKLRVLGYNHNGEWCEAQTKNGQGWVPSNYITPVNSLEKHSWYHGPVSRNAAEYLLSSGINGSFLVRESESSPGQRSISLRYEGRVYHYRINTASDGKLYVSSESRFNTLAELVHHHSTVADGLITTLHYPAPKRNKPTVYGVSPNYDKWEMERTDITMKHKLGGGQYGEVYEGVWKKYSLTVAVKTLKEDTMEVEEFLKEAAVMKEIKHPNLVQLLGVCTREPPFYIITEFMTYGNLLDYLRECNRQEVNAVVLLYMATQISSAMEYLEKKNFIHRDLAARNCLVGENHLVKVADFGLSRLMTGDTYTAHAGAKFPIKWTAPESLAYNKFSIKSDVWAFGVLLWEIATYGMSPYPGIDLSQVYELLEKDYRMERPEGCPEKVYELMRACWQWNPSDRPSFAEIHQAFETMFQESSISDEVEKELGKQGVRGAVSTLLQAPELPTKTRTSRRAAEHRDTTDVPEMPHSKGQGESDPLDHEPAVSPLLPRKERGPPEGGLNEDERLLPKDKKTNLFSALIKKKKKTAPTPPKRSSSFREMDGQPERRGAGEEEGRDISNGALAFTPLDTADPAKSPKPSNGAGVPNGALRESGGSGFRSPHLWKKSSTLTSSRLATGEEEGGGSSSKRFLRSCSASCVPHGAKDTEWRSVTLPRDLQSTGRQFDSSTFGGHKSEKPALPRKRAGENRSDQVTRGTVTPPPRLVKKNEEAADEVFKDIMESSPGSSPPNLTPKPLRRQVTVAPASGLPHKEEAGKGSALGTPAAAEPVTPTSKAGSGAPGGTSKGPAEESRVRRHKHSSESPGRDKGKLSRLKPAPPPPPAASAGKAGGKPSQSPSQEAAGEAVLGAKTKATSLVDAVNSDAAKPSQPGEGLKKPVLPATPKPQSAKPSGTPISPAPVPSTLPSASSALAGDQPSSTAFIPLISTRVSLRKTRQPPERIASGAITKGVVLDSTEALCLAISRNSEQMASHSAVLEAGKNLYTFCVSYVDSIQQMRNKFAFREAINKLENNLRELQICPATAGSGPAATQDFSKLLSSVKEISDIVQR
Target sequence (Q13671 whole entry, looked up): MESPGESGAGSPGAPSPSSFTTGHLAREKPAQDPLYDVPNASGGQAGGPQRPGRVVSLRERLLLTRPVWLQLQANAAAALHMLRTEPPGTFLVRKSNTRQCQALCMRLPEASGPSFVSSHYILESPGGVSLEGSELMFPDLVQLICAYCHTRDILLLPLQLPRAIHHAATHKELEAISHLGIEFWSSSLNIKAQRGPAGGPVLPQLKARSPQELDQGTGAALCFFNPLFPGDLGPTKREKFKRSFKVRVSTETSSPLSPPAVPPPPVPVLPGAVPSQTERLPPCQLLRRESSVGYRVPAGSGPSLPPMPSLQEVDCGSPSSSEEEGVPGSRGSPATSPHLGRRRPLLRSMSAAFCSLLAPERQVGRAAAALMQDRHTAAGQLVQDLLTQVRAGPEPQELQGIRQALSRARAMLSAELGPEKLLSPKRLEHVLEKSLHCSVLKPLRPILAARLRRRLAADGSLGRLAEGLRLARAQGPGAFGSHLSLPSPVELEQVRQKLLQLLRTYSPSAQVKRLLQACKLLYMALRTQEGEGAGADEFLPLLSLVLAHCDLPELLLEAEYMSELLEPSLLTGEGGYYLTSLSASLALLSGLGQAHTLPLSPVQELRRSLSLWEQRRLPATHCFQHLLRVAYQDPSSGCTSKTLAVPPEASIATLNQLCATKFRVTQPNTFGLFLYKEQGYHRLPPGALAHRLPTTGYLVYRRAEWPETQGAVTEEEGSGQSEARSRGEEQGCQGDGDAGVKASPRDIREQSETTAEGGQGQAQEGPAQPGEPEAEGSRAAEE
Neddyl block: inhibitors of human cullin neddylation; 0.58% of 360,000 active; P61081+Q13564; TR-FRET cullin neddylation, biochemical; calls only at 25 µM; in the data active means inhibition above about 36%
MT1-MMP act inh: inhibitors of human MT1-MMP activation; P50281; HT1080 RFP-PRO-GFP cells, GFP/RFP ratio fluorescence, overnight; percent of plate control window, DMSO zero; GFP/RFP ratio change, % at 20 µM; 0.061% of 360,000 active; AID 651647;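 active means GFP/RFP ratio change of at least 30% with cell ATP level not reduced by more than half and red fluorescence within 50% of control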; further: strong numbers were not always called active
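Test system: HT1080 RFP-PRO-GFP cells; Benchmarks: DMSO and RFP-L50D-GFP cell wells; Timing: cells overnight before dosing, compound overnight, 37 °C, 5% CO2; Compound: one 20 µM compound dose with 1% DMSO; Read-out: GFP/RFP fluorescence ratio.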
FAS TE block: blocks the thioesterase domain of human fatty acid synthase; inhibition, % at 15 µM; P49327; 0.67% of 360,000 active; recombinant FAS-TE, OMFH fluorogenic substrate, fluorescence endpoint;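 active means compounds whose normalised, plate-corrected inhibition of enzyme fluorescence in the single-dose primary screen is 50% or more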;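 further: 0% = DMSO with enzyme and 100% = substrate without enzyme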
NRP1-CendR mod: alters CendR peptide binding to human NRP-1; FAM-RPARPAR peptide binding to NRP-1, fluorescence polarization; inhibition, % at 25 µM; 0.85% of 360,000 active; O14786;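 active means inhibition or corrected inhibition above about 18%, plus a signal ratio from 0.5 to 1.5, limit read from the data, passing the limit was not always enough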; further: strong numbers were not always called active
SKN-1 block: blocks SKN-1 activity in C. elegans | inhibition, % at 21.8 µM | AID 624304 | C. elegans VP596 Pgst-4::GFP/RFP ratio, acrylamide-induced, 24 h | 0.49% of 360,000 active;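 active means interference check ratio from 0.5 to 1.5 plus GFP to RFP signal ratio inhibition reaching or exceeding a fixed threshold, cut at about 30% in these data, passing the limit was not always enough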; further: some compounds called inactive have numbers as strong as hits
MLLE-PAM2 inh: blocks PAM2 peptide binding to the PABP1 MLLE domain | P11940 | GST-MLLE / FITC-PAM2 fluorescence polarization | inhibition, % at 20 µM | 0.36% of 360,000 active | AID 588489; in the data active means inhibition above about 35%, passing the limit was not always enough;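 further: plate controls were DMSO wells with GST-MLLE for no effect and wells lacking GST-MLLE protein for full effect; some results filed as inactive read as strong as hits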
bovine MsrA act: activates bovine MsrA enzyme; purified bovine MsrA, absorbance read-out; activation, % at 10.6 µM; 0.3% of 360,000 active; in the data active means activation above about 7.5%;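 further: 0% = vehicle and 100% = reference activator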
eLon inh: inhibits E. coli Lon protease; P0A9M0; purified E. coli Lon protease, fluorescence polarization; inhibition, % at 7.94 µM; 0.42% of 360,000 active; in the data active means inhibition above about 13%, passing the limit was not always enough;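 further: 0% = enzyme with probe and DMSO and 100% = no enzyme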
Active calls of the source: *; i = inactive; · = not tested or not shown; & = joins results of further samples.

The line under a structure holds: MLLE-PAM2 inh	Neddyl block	FAS TE block	NRP1-CendR mod	bovine MsrA act	MT1-MMP act inh	Rin1 Abl inh	eLon inh	SKN-1 block
> Fc1ccc(-c2nc3ccc(Br)cn3c2Cc2cccc(Cl)c2)cc1
  -1	i	23	-25	8.2*	-6	-42	-11	2
> COc1ccc(-c2cc(C(=O)Nc3sc4c(c3C#N)CCCC4)c3ccccc3n2)cc1
  -1	·	29	-21	-4	-3	1	-2	9
> CCN(CC)c1ccc(/C=N/Nc2nc(C)cc(=O)[nH]2)c(O)c1
  -1	i	-13	-26	-3	-11	-2	7	-9
> Cc1cc(NC(=O)Cc2cccs2)nn1CC(=O)NCc1ccco1
  0	i	-1	-4	-3	2	1	-6	60
> O=C(Oc1cccc(C(=S)N2CCOCC2)c1)c1ccc([N+](=O)[O-])cc1[N+](=O)[O-]
  32	i	-10	6	3	0	-2	6	18
> Cc1ccc(-c2nnc(N3CCOCC3)c3ccccc23)cc1S(=O)(=O)NCc1cccnc1
  0	i	0	12	-1	1	0	-4	-1
> CCOc1ccc(S(=O)(=O)N2CCC(C(=O)NCc3ccncc3)CC2)cc1C
  -5	i	1	-2	-3	7	1	3	-11
> CN(C(=O)c1cc2c(s1)-c1ccccc1S(=O)(=O)C2)c1ccccc1F
  -3	i	4	-11	-3	-2	-1	10	1
> CN(C(=O)COC(=O)CCC(=O)c1ccccc1)c1c(N)n(Cc2ccccc2)c(=O)[nH]c1=O
  -45	i	-1	-1	-1	-4	-3	-3	-1
> Cc1cc(C)n2ncc(S(=O)(=O)c3ccccc3)c2n1
  1	·	-5	-2	-3	0	-1	2	-8

The line under a structure holds: MLLE-PAM2 inh	Neddyl block	FAS TE block	NRP1-CendR mod	bovine MsrA act	MT1-MMP act inh	Rin1 Abl inh	eLon inh	SKN-1 block
> CCCCN(C)C(=O)CS(=O)(=O)Cc1nc(-c2cccc(OC)c2)oc1C
  5	i	-4	0	-5	-1	0	0	4
> COc1cc(OC)cc(-c2cc3nc(C)c(CCC(=O)NC(C)CCc4ccco4)c(C)n3n2)c1 (centres undefined)
  -7	·	6	2	-2	-5	-2	3	8
> COc1ccc(OC)c(C2N(c3ccccn3)C(=O)C3CCCN32)c1 (centres undefined)
  -4	i	-8	1	-4	-4	5	3	-4
> Cc1ccc(NS(=O)(=O)c2cccc(C(=O)N3CCCCC3)c2)cc1
  1	i	-5	11	-1	-1	-4	-5	1
> COc1ccc(C(=O)NCCCC2CCCC2)cc1OC1CCN(C(C)C)CC1
  -11	i	-2	8	-4	2	2	-3	13
> C/C(CC(=O)Nc1ccccc1Br)=N\NC(=O)C(=O)N1CCCC1
  -6	i	-7	6	-1	-2	-1	0	7
> COc1ccnc(Oc2ccccc2)c1C(=O)N/C=N/OCc1ccc(F)cc1Cl
  -4	i	25	5	-2	1	3	-4	4
> Cc1onc(-c2ccccc2Cl)c1C(=O)NC(=S)Nc1ccc(C(C)C)cc1
  20	i	31	4	-2	-5	-4	9	-2
> COc1ccc(OC)c(-c2csc(NC(=O)CSc3ccc(Br)cc3)n2)c1
  -5	i	21	-10	-3	-8	-4	-3	-3
> C=CCn1c(SCCCC)nc(O)cc1=O
  8&-1	i	-7&-7	2&-3	-1&2	-2&1	-2&-1	6&3	9&16

Record cards, as listed above:
Shown for Cc1cc(C)n2ncc(S(=O)(=O)c3ccccc3)c2n1 → MLLE-PAM2 inh: 1; Neddyl block: ·; FAS TE block: -5; NRP1-CendR mod: -2; bovine MsrA act: -3; MT1-MMP act inh: 0; Rin1 Abl inh: -1; eLon inh: 2; SKN-1 block: -8
Shown for Cc1ccc(-c2nnc(N3CCOCC3)c3ccccc23)cc1S(=O)(=O)NCc1cccnc1 → MLLE-PAM2 inh: 0; Neddyl block: i; FAS TE block: 0; NRP1-CendR mod: 12; bovine MsrA act: -1; MT1-MMP act inh: 1; Rin1 Abl inh: 0; eLon inh: -4; SKN-1 block: -1

Next section.
The line under a structure holds: MLLE-PAM2 inh	Neddyl block	FAS TE block	NRP1-CendR mod	bovine MsrA act	MT1-MMP act inh	Rin1 Abl inh	eLon inh	SKN-1 block
> O=C(NCc1ccc(Cl)cc1)C1=Cc2cc(Cl)ccc2OC1
  -4	i	64*	-10	-3	7	0	0	2
> CC(OC(=O)c1cccc(S(=O)(=O)N(C)C)c1)C(=O)NCc1ccc2c(c1)OCO2 (centres undefined)
  1	i	4	-4	-1	1	1	0	-5
> Cc1ccc(S(=O)(=O)N2CCN(C(=O)CN3CCOCC3)C2C(C)C)cc1 (centres undefined)
  -1	i	-8	-4	-5	-5	-1	4	-31
> CSc1ccccc1C(=O)Nc1cccc([N+](=O)[O-])c1C
  -9	i	-1	5	-11	2	0	7	-11
> CN(CC(=O)N1CCc2ccccc21)S(=O)(=O)c1ccc(Cl)cc1
  5	i	19	7	-2	0	-4	-2	16
> CN(C(=O)COC(=O)c1cc([N+](=O)[O-])ccc1N1CCOCC1)C1CCCCC1
  -4	i	89*	10	-4	2	-9	1	18
> COc1cc([N+](=O)[O-])ccc1NC(=O)/C=C\C(=O)O
  3	i	-4	3	-7	-2	1	1	5
> COc1ccc(N2CCN(C3CCCN(Cc4ccc(F)c(F)c4)C3)CC2)cc1 (centres undefined)
  2	i	0	1	-1	9	3	-7	-9
> Cc1ccc([C@@H]2C[C@H]3[C@@H](CN2S(=O)(=O)c2ccc(Cl)cc2)C(=O)C[C@@H](c2cccc4ccccc24)N3S(=O)(=O)c2ccc(C)cc2)cc1
  -8	i	13	-3	-6	3	-3	-5	-10
> CCCCNC(=S)Nc1ccc(F)cc1
  -27	i	-2	-4	-2	4	3	-16	5

The line under a structure holds: MLLE-PAM2 inh	Neddyl block	FAS TE block	NRP1-CendR mod	bovine MsrA act	MT1-MMP act inh	Rin1 Abl inh	eLon inh	SKN-1 block
> COc1ccc(-n2c(C)c(C(C)=O)c3cc(OC(C)=O)ccc32)cc1
  -1	i	19	-8	-4	-13	2	10	16
> Nc1nc(NC(=O)c2cccc(S(=O)(=O)N3CCCCCC3)c2)nc(-c2ccccc2)n1
  5	i	1	8	-2	5	0	-16	-4
> Cn1nnnc1SCC(=O)Nc1ccc(Oc2ccc(Cl)cc2)cc1
  10	i	-6	-6	-1	-2	-3	-3	8
> Cc1nn(Cc2ccccc2)c(C)c1NC(=O)c1cc(-c2ccco2)on1
  4	i	-6	-6	-2	0	0	-5	13
> CN(CC(=O)Nc1ccccc1F)S(=O)(=O)c1ccc2c(c1)n(C)c(=O)c(=O)n2C
  8	i	-2	1	-2	0	1	10	-5
> O=c1c2ccc([N+](=O)[O-])cc2ncn1CCOc1cccc(Br)c1
  -16	i	36	-17	7.8*	-1	0	-9	7
> COc1ccc(N(CC(=O)N2CCN(c3ccccc3)CC2)S(=O)(=O)c2c(C)noc2C)cc1
  -2	i	11	7	7	2	-2	-6	-6
> Cc1cc(C)nc(SCC(=O)N/N=C/c2ccc3c(c2)OCO3)n1
  0	i	-5	-5	-1	1	1	-8	0
> COc1ccc(CCC(=O)N2CCN(C(=O)c3ccccc3)CC2)cc1
  2	i	-2	6	3	-2	0	-2	-8
> CCN(CC)S(=O)(=O)c1ccc(OC)c(NC(=O)C2CC(=O)N(c3ccc4c(c3)OCCO4)C2)c1 (centres undefined)
  -5	i	3	-6	-7	-2	2	-1	4

The line under a structure holds: MLLE-PAM2 inh	Neddyl block	FAS TE block	NRP1-CendR mod	bovine MsrA act	MT1-MMP act inh	Rin1 Abl inh	eLon inh	SKN-1 block
> COc1ccc(CN2C(=O)c3cccnc3C2O)cc1 (centres undefined)
  0	i	-8	-9	-3	4	-2	-6	11
> Cc1cccc(S(=O)(=O)NC(=O)C2(C)CCN2C(=O)c2ccccc2CCc2ccccc2)c1 (centres undefined)
  -12	i	-4	5	-2	1	-5	-2	4
> CC(C)(C)OC(=O)NCCCCCNC(=O)c1nc[nH]c1C(=O)NCc1ccc(CNC(=O)OC(C)(C)C)cc1
  -8	i	12	-1	0	19	0	1	2
> CC(C)(C)C(=O)Cn1ncc(Cl)c(Cl)c1=O
  7	i	-9	0	-14	-1	4	-2	-10
> O=C(CSc1nc(NS(=O)(=O)c2ccccc2)cc(=O)[nH]1)Nc1cccc(C(F)(F)F)c1
  17	i	-7	2	-3	3	0	2	7
> CCN(CC)S(=O)(=O)c1cccc(C(=O)NCC2CCCO2)c1 (centres undefined)
  -6	i	-6	2	-5	4	0	-3	4
> O=C(Nc1ccc(OC(F)(F)F)cc1)N1CCN(c2ccnc3cc(Cl)ccc23)CC1
  -6	·	32	2	-5	0	-2	-3	3
> CC(NC(=O)COC(=O)c1ccc(N2CCCC2=O)cc1)c1ccc(F)cc1 (centres undefined)
  -36	i	-6	2	-2	3	3	-1	-8
> O=C(Nc1cccc(-n2cccn2)c1)C1CCCN(Cc2ccc(C#CCCO)cc2)C1 (centres undefined)
  -2	i	-1	0	-2	2	0	-5	14
> O=C(N/N=C/c1ccc(N2CCOCC2)s1)c1ccc(O)cc1
  -5	i	-5	-15	-1	3	-8	1	3

The line under a structure holds: MLLE-PAM2 inh	Neddyl block	FAS TE block	NRP1-CendR mod	bovine MsrA act	MT1-MMP act inh	Rin1 Abl inh	eLon inh	SKN-1 block
> Cc1ccc(-c2nn(-c3ccccc3)cc2C2CC(c3cccs3)=NN2C(=O)CCCC(=O)O)cc1 (centres undefined)
  -1	·	-1	3	0	9	-4	2	22
> CCCCN(CC)C(=O)Cn1nc(Cc2ccncc2)c2ccccc2c1=O
  -11	i	-4	-7	4	1	-1	-7	6
> CCn1c(=O)n(CC)c2cc(S(=O)(=O)N3CCc4ccccc43)ccc21
  12	i	-1	-13	3	0	-1	6	3
> CCn1c(SCC(=O)NC2CCCCC2)nnc1C(C)NC(=O)c1ccccc1F (centres undefined)
  -15	i	-2	7	-1	-4	-1	-6	1
> O=S(=O)(Cc1ccc(Cl)cc1)c1ncc(CO)n1Cc1ccccc1
  2	i	-3	-12	-3	3	2	2	3
> COC(=O)C1(C)NC(c2cccc(C)c2)C2C(=O)N(c3ccccc3)C(=O)C21 (centres undefined)
  0	i	-8	-1	-2	0	-2	-12	-11
> COc1ccc(S(=O)(=O)N2CCOC2CNC(=O)C(=O)NCCCn2ccnc2)cc1OC (centres undefined)
  -3	i	-6	-3	0	1	0	-7	-9
> CCN(CC)C(=O)C1=C(C)N(Cc2ccc(C(C)(C)C)cc2)C(=O)C(CC(=O)NCCCCc2ccccc2)C1 (centres undefined)
  -3	i	25	-1	0	-14	-2	7	14
> CC(C)(C)OC(=O)C[C@@H]1C/C=C\C[C@@H](CC(=O)N(CCO)Cc2ccccc2)C(=O)N[C@H](C(C)(C)C)COC1=O
  -2	i	-7	7	-1	-2	2	-5	7
> C/C(=N\Nc1ccccc1)c1cc2ccccc2oc1=O
  5	i	7	-10	-11	1	1	1	-1
> Cc1nc2ccc(NC(=O)NC(=O)c3c(Cl)cccc3Cl)cc2o1
  7	i	4	4	-2	3	-2	5	11
